Compound activity deposited in PubChem BioAssay by National Center for Advancing Translational Sciences (NCATS).
L3MBTL1 inh – qHTS Assay for the Inhibitors of L3MBTL1; Lethal(3)malignant brain tumor-like protein 1 (Homo sapiens), Q9Y468; AlphaScreen L3MBTL1–H3K9me1 peptide binding; Potency, µM (highest dose often 57.1 µM), inactives show at the top dose activity, negative = inhibition, usual class: inhibitors; 230,000 tested, 0.66% active; AID 485360, 2010; active = well fitted inhibition curve with a large enough effect; note: nearly all actives have a fitted effect of over 60% in size
Target sequence (Q9Y468 whole entry, looked up): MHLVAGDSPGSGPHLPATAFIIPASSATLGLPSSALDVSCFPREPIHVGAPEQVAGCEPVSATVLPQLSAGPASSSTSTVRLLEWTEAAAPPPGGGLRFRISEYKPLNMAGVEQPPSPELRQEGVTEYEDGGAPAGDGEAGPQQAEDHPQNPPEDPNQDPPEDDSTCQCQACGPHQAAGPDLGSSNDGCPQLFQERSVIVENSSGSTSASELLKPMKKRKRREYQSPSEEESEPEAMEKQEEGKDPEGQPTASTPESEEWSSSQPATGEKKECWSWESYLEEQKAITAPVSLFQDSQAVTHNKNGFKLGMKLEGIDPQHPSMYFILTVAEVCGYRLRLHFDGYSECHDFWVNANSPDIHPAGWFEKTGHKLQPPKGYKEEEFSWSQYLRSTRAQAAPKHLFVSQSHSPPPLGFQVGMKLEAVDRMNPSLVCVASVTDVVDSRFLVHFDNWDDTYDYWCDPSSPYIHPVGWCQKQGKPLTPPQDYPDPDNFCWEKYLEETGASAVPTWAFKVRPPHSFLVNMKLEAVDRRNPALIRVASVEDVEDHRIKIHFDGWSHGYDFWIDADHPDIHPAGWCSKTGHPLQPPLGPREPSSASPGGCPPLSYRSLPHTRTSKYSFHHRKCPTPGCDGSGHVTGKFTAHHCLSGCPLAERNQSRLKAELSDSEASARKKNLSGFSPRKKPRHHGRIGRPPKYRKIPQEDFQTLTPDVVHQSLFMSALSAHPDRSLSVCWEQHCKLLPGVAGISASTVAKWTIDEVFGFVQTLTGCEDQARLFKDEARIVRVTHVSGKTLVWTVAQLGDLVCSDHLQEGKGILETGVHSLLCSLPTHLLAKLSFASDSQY
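Read-out is AlphaScreen signal from streptavidin donor and nickel chelate acceptor beads (10 ug/mL final each) bridging L3MBTL1 (50 nM) and biotinylated K9-monomethylated H3(1-15) peptide (75 nM), after 30 min compound exposure at room temperature.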
* hit, by the source's call; [ ] = another dose, or the depositor's remark. % is set by controls: 0 for no effect and ±100 for the full control effect; potency is the fitted concentration of half-maximal effect. A portion of the library. The share of hits here may be higher or lower than overall.

SMILES	L3MBTL1 inh
CC(=O)NCc1ccc(C(=O)COC(=O)COc2ccc(Cl)c(C)c2)s1	-4.8%
CC(C)OCc1ccc(C(=O)N2CCN(CC(=O)N3CCCC3)CC2)cc1	0.5%
O=C(Cn1cc(C(F)(F)F)ccc1=O)N1CCc2ccccc21	3.9%
CS(=O)(=O)c1ccc(-c2cccc(NC(=O)c3ccc(Br)o3)c2)nn1	9.2%
COc1ccc(NC(=O)/C(N=Nc2ccc(Cl)c(S(=O)(=O)Nc3ccc(Cl)cc3)c2)=C(\C)O)cc1	13.8%
CC1CN(S(=O)(=O)c2cc(C(=O)NCc3ccncc3)ccc2Cl)CC(C)O1 (stereo unspecified)	-0.8%
O=C(NC12CC3CC(CC(C3)C1)C2)c1cc(F)c(F)cc1Cl	3.3%
Cc1cc(C)c(S(=O)(=O)N2CCC3(CC2)OCCN3S(=O)(=O)c2cccs2)c(C)c1	-0.2%
CC(C)C[C@H]1CN=C(Nc2ccccc2)N1CCc1ccc(F)cc1	5.8%
COc1ccc(C(=O)N(C)C2(C)CCS(=O)(=O)C2)cc1OC (stereo unspecified)	-2.6%
O=C(NCC(c1ccc(F)cc1)N1CCOCC1)c1cccnc1Sc1ccccc1 (stereo unspecified)	2.8%
CC(C)Oc1ccc(S(=O)(=O)N2CCOCC2)cc1NC(=O)C1COc2ccccc2O1 (stereo unspecified)	-1.4%
OCc1ccc2c(c1)c(-c1ccc3c(c1)OCCO3)c(-c1ccccc1)n2-c1ccccc1	-28.4%
COc1ccc2[nH]c3c(c2c1)CCN1C(=O)C(CC(=O)NCCCn2ccnc2)C[C@H](C(=O)N2CCCCC2)[C@@]31C (stereo partly specified)	-5.9%
CN(C)S(=O)(=O)c1cccc(NC(=O)/C=C/c2ccc(S(=O)(=O)N3CCOCC3)cc2)c1	3.8%
CCOc1ccc(S(=O)(=O)N2CCN(C(=O)c3cc4ccccc4o3)CC2)cc1	-2.0%
COc1ccc(CC(=O)OCC(=O)NNC(=O)c2ccccc2)cc1	29.6%
Nc1ncnc2c1ncn2[C@@H]1O[C@H](CNCc2ccccc2)[C@@H](O)[C@H]1O	0.7%
NC(=O)c1cc(S(=O)(=O)N2CCOCC2)ccc1Sc1ccccc1N	5.7%
O=C(COc1ccc(C(=O)c2ccc(F)cc2)cc1)Nc1cccc(S(=O)(=O)N2CCOCC2)c1	-2.1%
CC(C)N(Cc1nc2ccccc2c(=O)[nH]1)C(=O)c1ccc(NC(=O)CSc2nnnn2C)cc1	2.2%
Cc1ccc(-n2nnnc2SCC(=O)c2c(N)n(C3CC3)c(=O)[nH]c2=O)cc1	0.4%
COc1ccc(S(=O)(=O)N(C)C[C@H]2Oc3ccc(NC(=O)Cn4cnnn4)cc3C(=O)N([C@H](C)CO)C[C@@H]2C)cc1	1.2%
CCOC(=O)C1CCCN(S(=O)(=O)NC[C@H]2O[C@@H](n3cnc4c(N)ncnc43)[C@H](O)[C@@H]2O)C1 (stereo partly specified)	5.6%
O=C(c1cc(Cl)nc2ccccc12)N1CCN(S(=O)(=O)c2cccc(F)c2)CC1	-5.2%

(further entries)
SMILES	L3MBTL1 inh
N#CC1(NC(=O)COc2cccnc2[N+](=O)[O-])CCCCC1	2.0%
C=CC[C@H](CC(=O)NCCO)C(=O)N[C@H](COC(=O)[C@@H](CC=C)Cc1ccc(F)cc1)Cc1ccccc1	29.8%
Cc1c(C(=O)N2CC(C(=O)N3CCCCC3)Oc3ccccc32)oc2ccccc12 (stereo unspecified)	-3.1%
COc1cccc(NC(=O)CN(C)C(=O)CCNC(=O)c2ccc(Br)cc2)c1	4.9%
COc1ccc(NC(=O)COC(=O)c2ccccc2SCC(=O)N2CCCC2)cc1	9.8%
COc1ccccc1NS(=O)(=O)c1cccc(C(=O)NCC(c2ccco2)N2CCCC2)c1 (stereo unspecified)	-1.7%
COC(=O)c1sc(S(=O)(=O)Oc2ccccc2NC(C)=O)c(C(=O)OC)c1C	8.1%
CC(C)(C)OC(=O)NCCCC[C@H](NC(=O)c1[nH]cnc1C(=O)N[C@@H](Cc1ccccc1)C(=O)OCc1ccccc1)C(=O)OC(C)(C)C	-3.2%
O=C(N[C@@H]1c2ccccc2CC[C@@H]1OCc1ccccc1)c1ccc(C(F)(F)F)cc1	3.6%
O=C(NCCCN1CCCC1=O)c1ccc(S(=O)(=O)Nc2cccc(C(F)(F)F)c2)cc1	-5.2%
CN(Cc1ccc(F)cc1)C(=O)c1cccc(S(=O)(=O)NCc2ccccc2)c1	6.4%
CN(Cc1cccc(F)c1)C(=O)CN1C(=O)NC2(CCc3ccccc32)C1=O (stereo unspecified)	-6.4%
O=C(CSc1nnc(-c2ccccc2)o1)NC1CC1	-3.4%
C[C@@]12C(=O)N(c3cccc(F)c3)C(=O)N1[C@H](c1ccc(Cl)cc1)[C@@H]1C(=O)N(C3CCCCC3)C(=O)[C@@H]12	-2.3%
Cc1ccc(S(=O)(=O)/N=c2\scc(C)n2C)cc1	0.2%
O=S(=O)(c1ccccc1)c1nc(-c2cccs2)oc1NCc1cccnc1	-27.0%
COCCN(C(=O)COC(=O)c1ccccc1Cc1ccccc1)c1c(N)n(Cc2ccccc2)c(=O)[nH]c1=O	-3.9%
C#CCOCCOCCOCCNc1nc(N2CCN(C(=O)Cn3cc(CCCN=C(N)N)nn3)CC2)nc(N2CCN(C(=O)[C@H]([C@@H](C)CC)n3cc(CCCCN)nn3)CC2)n1	3.9%
CC(=O)N(O)CCCCCNC(=O)CCC(=O)N(O)CCCCCNC(=O)CCC(=O)N(O)CCCCCNC(=O)CCC(=O)O	19.9%
CN(C)c1ccc(S(=O)(=O)N2CCCCC2)cc1NC(=O)CCNC(=O)c1ccc(Cl)cc1	1.3%
Cc1cc(C)n2nc(SCC(=O)N3CCOCC3)nc2n1	-7.8%
COc1cccc(CN(CC(=O)NCc2ccccc2)S(=O)(=O)CCl)c1	1.2%
COc1cccc(CNC(=O)c2ccccc2SCC(=O)N2CCCC2)c1	-4.2%
COc1ccc(NS(=O)(=O)c2cccc(C(=O)NCCc3ccc(S(N)(=O)=O)cc3)c2)cc1	-0.6%
O=C(CSc1nnc2ccc(-c3ccccn3)nn12)Nc1ccccc1F	-3.2%

Remaining list, next part.
SMILES	L3MBTL1 inh
Cc1ccc(S(=O)(=O)N2CCN(C(=O)CN3C(=O)c4ccc([N+](=O)[O-])cc4C3=O)CC2)cc1C	-1.9%
C[C@H](CO)N1C[C@H](C)[C@@H](CN(C)S(C)(=O)=O)Oc2ccc(NC(=O)c3ccncc3)cc2C1=O	4.9%
O=C(C[C@@H]1C/C=C\CCCC(=O)OC[C@@H](c2ccccc2)NC1=O)NCCO	6.7%
COC(=O)[C@]1(Cc2ccccc2)N[C@H](CN(C)C(=O)COc2ccccc2)[C@@H]2C(=O)N(Cc3ccccc3)C(=O)[C@@H]21	1.5%
Cc1ccc(NC(=O)CN(C)C(=O)CNC(=O)c2sc3ccccc3c2Cl)cc1	-5.5%
CCOC(=O)C1(Cc2cccc(Cl)c2)CCCN(C(=O)C(C)(C)C)C1 (stereo unspecified)	62.4%[activator]
NS(=O)(=O)c1ccc(CNC(=O)c2ccc(NS(=O)(=O)c3cccs3)cc2)cc1	9.8%
O=C(COC(=O)c1ccccc1-n1cnnn1)c1ccc(F)c(F)c1	2.7%
Cc1cc2occ(CC(=O)N(C)CC(=O)Nc3ccccc3Br)c2cc1C	4.4%
C/C(=N\OCC(=O)OCC(=O)NC(=O)c1ccc(OC(F)F)cc1)c1ccc2c(c1)OCO2	20.3%
CC1CCCCC1NS(=O)(=O)CCNC(=O)c1ccc2c(c1)OCO2 (stereo unspecified)	-8.1%
COc1ccccc1N1CCN(C(=O)c2cc3c(=O)n4ccccc4nc3s2)CC1	4.3%
COc1cc(OC)cc(-c2c(-c3cccs3)c3cc(-c4ccc5[nH]ccc5c4)ccc3n2C)c1	-5.7%
CN(C)c1cccc(-c2csc(N3CCC(C(N)=O)CC3)n2)c1	5.5%
CN(CC(=O)Nc1ccc(OC(F)(F)F)cc1)C(=O)c1ccc(N2CCCC2=O)cc1	0.0%
CCc1ccccc1OCC(=O)Nc1ccc(F)c(S(=O)(=O)N2CCOCC2)c1	7.2%
CC1CCC2(CC1)NC(=O)N(CC(=O)N1CC(C)CC(C)C1)C2=O (stereo unspecified)	6.3%
CC1CCCCC12NC(=O)N(CC(=O)Nc1ccc(S(=O)(=O)Nc3ncccn3)cc1)C2=O (stereo unspecified)	7.9%
CN(CC(=O)Nc1ccc(Cl)c(Cl)c1)C(=O)CNC(=O)C1CCCCC1	0.8%
CCc1noc(C)c1C(=O)N(C)CC(=O)Nc1cccc(OC)c1	-0.9%
CNS(=O)(=O)c1ccc(C(=O)NCC(=O)NC(C)c2cccs2)cc1 (stereo unspecified)	37.3%[activator]
O=C(CNC(=O)c1n[nH]c2ccccc12)Nc1ccc(F)c(F)c1F	-2.8%
O=C(COc1ccc(Cl)cc1)Nc1cccc(-c2ccc(N3CCOCC3)nn2)c1	3.0%
CCN(CC)S(=O)(=O)c1ccc(N2CCOCC2)c(NC(=O)c2ccc(=O)[nH]c2)c1	-1.3%
CCN(c1ccccc1)S(=O)(=O)c1ccc(Cl)c(C(=O)NCc2ccco2)c1	-12.6%

In the list so far, 9 contain an aryl thioether with sulfur outside any ring:
SMILES	L3MBTL1 inh
O=C(NCC(c1ccc(F)cc1)N1CCOCC1)c1cccnc1Sc1ccccc1 (stereo unspecified)	2.8%
NC(=O)c1cc(S(=O)(=O)N2CCOCC2)ccc1Sc1ccccc1N	5.7%
CC(C)N(Cc1nc2ccccc2c(=O)[nH]1)C(=O)c1ccc(NC(=O)CSc2nnnn2C)cc1	2.2%
Cc1ccc(-n2nnnc2SCC(=O)c2c(N)n(C3CC3)c(=O)[nH]c2=O)cc1	0.4%
COc1ccc(NC(=O)COC(=O)c2ccccc2SCC(=O)N2CCCC2)cc1	9.8%
O=C(CSc1nnc(-c2ccccc2)o1)NC1CC1	-3.4%
Cc1cc(C)n2nc(SCC(=O)N3CCOCC3)nc2n1	-7.8%
COc1cccc(CNC(=O)c2ccccc2SCC(=O)N2CCCC2)c1	-4.2%
O=C(CSc1nnc2ccc(-c3ccccn3)nn12)Nc1ccccc1F	-3.2%

At a glance, part of the list above.
SMILES	L3MBTL1 inh
O=C(C[C@@H]1C/C=C\CCCC(=O)OC[C@@H](c2ccccc2)NC1=O)NCCO	6.7%
COC(=O)[C@]1(Cc2ccccc2)N[C@H](CN(C)C(=O)COc2ccccc2)[C@@H]2C(=O)N(Cc3ccccc3)C(=O)[C@@H]21	1.5%
Cc1ccc(NC(=O)CN(C)C(=O)CNC(=O)c2sc3ccccc3c2Cl)cc1	-5.5%
CCOC(=O)C1(Cc2cccc(Cl)c2)CCCN(C(=O)C(C)(C)C)C1 (stereo unspecified)	62.4%[activator]

Additional records follow:
SMILES	L3MBTL1 inh
COc1ccccc1C(=O)NCCC(=O)NCC(c1ccco1)N1CCCC1 (stereo unspecified)	-1.1%
Cc1ccc([C@@H]2CC=C(C(=O)O)[C@H](c3ccc(F)cc3)N2S(=O)(=O)c2ccccc2C)cc1	-2.1%
Cc1ccc(C(=O)Nc2ccc(N3CCOCC3)cc2)cc1S(=O)(=O)N1CCCCC1	-2.4%
CC(=O)c1cccc(N2C(=O)CC(N3CCN(S(=O)(=O)c4ccc(Cl)cc4)CC3)C2=O)c1 (stereo unspecified)	3.7%
Cc1cccc(NC(=O)CNC(=O)COc2cccnc2[N+](=O)[O-])c1C	5.0%
COCCN(CC(=O)Nc1cccc(C)c1C)C(=O)c1ccc(-n2cccn2)cc1	2.0%
COc1ccc(OC)c(NC(=O)CSc2nnc3ccc(-c4ccccn4)nn23)c1	-12.5%
C[C@H]1CN(S(=O)(=O)c2ccc3c(c2)OCCO3)CCN1S(=O)(=O)c1c(F)cccc1F	0.5%
CCN1C(=O)[C@H]2[C@@H](c3ccc(-c4ccc(C(C)=O)cc4)cc3)N3CCC[C@@]3(C(=O)OC)[C@H]2C1=O	3.9%
CCOc1ccc(Br)cc1S(=O)(=O)NC1CCCC1	2.2%
Cc1[nH]n(-c2ccccc2)c(=O)c1N=Nc1c(O)cc(S(=O)(=O)N(C)C)c2ccccc12	7.94µM*
CC(NC(=O)C1CCN(S(=O)(=O)c2cccs2)CC1)c1cccc(Cl)c1 (stereo unspecified)	7.3%
FC(F)(F)c1cc(CCN2CCNC[C@@H]2c2ccccc2)cc(C(F)(F)F)c1	10.9%
Cc1ccc(C(CC(=O)O)NC(=O)c2ccc(S(=O)(=O)N3CCCC3)cc2)cc1 (stereo unspecified)	-2.8%
CCOc1ccc(CCNC(=O)COC(=O)c2cccc(N(C)C)c2)cc1OCC	-1.4%
COC(=O)[C@H](CC(C)C)NS(=O)(=O)c1ccccc1	-3.5%
OCC[C@H]1C[C@@H](O)[C@H](O)[C@]2(Cc3ccccc3CCO2)O1	3.2%
COc1ccc(NC(=O)CN(C)C(=O)CN2C(=O)NC3(CCCC3)C2=O)cc1	2.2%
Cc1noc(C)c1COc1ccccc1C(=O)NC(C)c1ccc(Cl)cc1 (stereo unspecified)	2.6%
COc1ccc(NC(=O)CN2C(=O)NC(C)(c3ccc4c(c3)OCCO4)C2=O)cc1S(N)(=O)=O (stereo unspecified)	2.5%
CC(C)Cc1nnc(NC(=O)C2CCN(C(=O)c3ccc(Cl)cc3)CC2)s1	6.7%
Cc1cccc(N2CCN(C(=O)CSc3nnnn3C3CC3)CC2)c1C	-2.1%
CCOc1ccc(NS(=O)(=O)c2cc(C(=O)N3CCC3)ccc2Cl)cc1	6.2%
CCN(CC)C(=O)c1[nH]cnc1C(=O)N[C@@H](C)c1ccccc1	-4.1%
COc1ccc(N2CCN(C(=O)COC(=O)CCOc3ccccc3C)CC2)cc1	-10.3%
COc1ccc(NS(=O)(=O)c2ccc(OC)c(NC(=O)CNC(=O)c3ccc(OC)cc3)c2)cc1	3.2%
O=C(COC(=O)c1cccc(OC(F)F)c1)NCC1CCCO1 (stereo unspecified)	7.9%
O=C(Cn1cc([N+](=O)[O-])ccc1=O)N1CCc2ccccc2C1	-14.5%
